Screening data from PubChem.
NadD block = inhibitors of Staphylococcus aureus NadD | purified NadD enzyme, colorimetric absorbance read-out | inhibition, % at 20 µM | hit rate 0.78% among 360,000 | AID 602399; in the data active = inhibition above about 26%; also: some compounds past the cut are filed as inactive
Neddylation inh = blocks human cullin neddylation | TR-FRET cullin neddylation, biochemical | AID 651699 | hit rate 0.58% among 360,000 | calls only at 25 µM; in the data active = inhibition above about 36%
Target sequence (P61081 whole entry, looked up): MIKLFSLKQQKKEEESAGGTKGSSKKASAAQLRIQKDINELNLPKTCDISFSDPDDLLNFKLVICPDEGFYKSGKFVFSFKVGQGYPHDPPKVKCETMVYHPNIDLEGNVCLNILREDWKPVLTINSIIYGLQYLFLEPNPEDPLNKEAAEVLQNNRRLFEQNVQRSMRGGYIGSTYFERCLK
Target sequence (Q13564 whole entry, looked up): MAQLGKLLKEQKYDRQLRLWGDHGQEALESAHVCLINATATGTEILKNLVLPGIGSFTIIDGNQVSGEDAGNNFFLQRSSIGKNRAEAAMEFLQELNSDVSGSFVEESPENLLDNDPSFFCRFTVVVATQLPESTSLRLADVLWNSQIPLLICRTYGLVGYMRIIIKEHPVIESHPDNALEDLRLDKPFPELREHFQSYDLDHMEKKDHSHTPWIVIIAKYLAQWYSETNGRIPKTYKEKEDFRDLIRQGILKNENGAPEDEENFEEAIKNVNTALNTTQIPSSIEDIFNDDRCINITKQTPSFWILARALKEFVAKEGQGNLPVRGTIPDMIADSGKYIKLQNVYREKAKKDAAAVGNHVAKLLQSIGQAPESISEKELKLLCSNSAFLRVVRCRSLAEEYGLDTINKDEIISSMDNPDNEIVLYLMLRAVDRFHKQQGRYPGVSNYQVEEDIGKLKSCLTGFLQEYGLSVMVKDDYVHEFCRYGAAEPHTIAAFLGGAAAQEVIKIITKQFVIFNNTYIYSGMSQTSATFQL
NRP1-CendR mod = alters CendR peptide binding to human NRP-1. FAM-RPARPAR peptide binding to NRP-1, fluorescence polarization. inhibition, % at 25 µM. hit rate 0.85% among 360,000. AID 602438;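 active = inhibition or corrected inhibition above about 18%, plus a signal ratio from 0.5 to 1.5, limit read from the data, passing the limit was not always enough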; also: strong numbers were not always called active
SUMO1-SIM PPI = modulators of human SUMO1-mediated protein-protein interactions; P63165; SUMO1 binding to a labelled peptide, TR-FRET, 1 h; inhibition, % at 20 µM; hit rate 0.33% among 360,000; AID 602429; in the data active = inhibition above about 37%
LMPTP inh = LMPTP (human) inhibition; P24666; recombinant LMPTP-A, OMFP fluorogenic substrate, fluorescence intensity; inhibition, % at 20 µM; hit rate 0.22% among 360,000; AID 651560;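 active = compounds that cut the enzyme signal by at least half of the control window in the single-dose screen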;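 also: plate controls were DMSO wells with enzyme plus substrate for no effect and substrate without enzyme for full effect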
Target sequence (P24666 whole entry, looked up): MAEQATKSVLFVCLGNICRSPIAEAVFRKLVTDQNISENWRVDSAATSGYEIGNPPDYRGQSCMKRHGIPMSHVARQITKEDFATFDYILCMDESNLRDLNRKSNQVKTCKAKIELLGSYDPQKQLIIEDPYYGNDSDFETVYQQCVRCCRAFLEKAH
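test system = LMPTP-A | amount = 0.625 nM LMPTP-A final | reagent = fluorogenic phosphatase substrate OMFP at 400 µM final | incubation = 50 min at room temperature | benchmarks = no-enzyme low control, uninhibited high control | medium = Bis-Tris pH 6.0, DTT, detergent | signal = fluorescence intensity of OMFP turnover product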
SKN-1 block = blocks SKN-1 activity in C. elegans; C. elegans VP596 Pgst-4::GFP/RFP ratio, acrylamide-induced, 24 h; inhibition, % at 21.8 µM; hit rate 0.49% among 360,000;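 active = interference check ratio from 0.5 to 1.5 plus GFP to RFP signal ratio inhibition reaching or exceeding a fixed threshold, cut at about 30% in these data, passing the limit was not always enough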; also: some compounds called inactive have numbers as strong as hits
TbMetRS inhib = blocks T. brucei methionyl-tRNA synthetase activity; hit rate 0.4% among 360,000; purified T. brucei MetRS, ATP depletion, Kinase-Glo luminescence; inhibition, % at 11.9 µM;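 active = inhibition above a per-plate cutoff of the control wells' mean inhibition plus 3 SD, cut at about 5.5% in these data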;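 also: 0% = DMSO wells median and 100% = median of wells with control inhibitor compound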
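Test system – parasite MetRS enzyme · Reagent – substrates ATP, L-methionine and bulk Escherichia coli tRNA · Doses – 11.9 µM compound single dose, 0.9% DMSO · Times – 15 min enzyme-compound preincubation, 2 h reaction, 10 min detection, 25 °C · Signal – Kinase-Glo luminescence, ATP depletion format · Controls – DMSO-only wells as low control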
STEP inh = blocks human striatal-enriched tyrosine phosphatase; P54829; recombinant STEP, OMFP fluorogenic substrate, fluorescence; inhibition, % at 20 µM; hit rate 0.25% among 360,000;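 active = inhibition at 20 µM, scaled per plate between control wells, above about 37%, limit read from the data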;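 also: 0% = DMSO with enzyme and substrate and 100% = substrate only without enzyme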
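Assay system: isolated STEP enzyme / Timing: 20 min at room temperature, dark / Doses: 20 µM, 1% DMSO / Technique: fluorescence intensity, excitation 480 nm, emission 540 nm / Reagent: fluorogenic phosphatase substrate OMFP at 25 µM final / Measure: percent inhibition scaled to no-enzyme and uninhibited-enzyme controls, plate-pattern corrected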
Scp1 inh = Scp-1 (human) phosphatase inhibition. hit rate 0.88% among 340,000. AID 493091. Recombinant Scp1, phosphopeptide, malachite green phosphate absorbance. inhibition, % at 20 µM;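 active = inhibition above about 50% at 20 µM, limit read from the data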;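 also: plate controls were DMSO wells with enzyme for no effect and wells lacking enzyme for full effect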
Target sequence (Q9GZU7 76-261 limits assumed): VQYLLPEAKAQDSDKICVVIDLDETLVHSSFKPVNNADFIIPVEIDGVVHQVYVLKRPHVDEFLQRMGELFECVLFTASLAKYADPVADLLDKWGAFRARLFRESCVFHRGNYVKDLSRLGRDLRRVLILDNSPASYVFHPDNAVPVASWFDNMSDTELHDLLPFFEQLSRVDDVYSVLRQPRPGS
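Material: truncated SCP-1 phosphatase (76-261aa) / Buffer or medium: 50 mM Tris acetate pH 5.5, 0.005% Tween-20, 10 mM MgCl2 / Compound dosing: one concentration, 20 µM, with 1.0% DMSO / Incubation: 45 min room-temperature reaction, 5 min colour, 30 min stabiliser / Detection: colorimetric free-phosphate detection, absorbance 630 nm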
DNMT1 inh = blocks human DNA methyltransferase DNMT1; P26358; DNMT1 molecular beacon, Hinp1I cleavage, fluorescence; inhibition (reported as % activation of signal), % at 10 µM; hit rate 0.83% among 360,000; AID 588458; in the data active = inhibition above about 50%
Numbers without * were called inactive; i = inactive; . = no result given. Random draw from the library (roughly 4.6% active in at least one column).

SMILES	NadD block	Neddylation inh	NRP1-CendR mod	SUMO1-SIM PPI	LMPTP inh	SKN-1 block	TbMetRS inhib	STEP inh	Scp1 inh	DNMT1 inh
COc1cc(OC)c(OC)cc1/C=N/NC(=O)CC1C(=O)NN=C1C (stereo unspecified)	-5	i	-2	-8	-1.1	13	-0.1	-2	-5	-1
COc1ccc(C(=O)COC(=O)CCc2ccccc2)cc1	-13	i	-8	-2	0.4	-9	-1.1	2	-9	-1
CCn1cnc2cc(NC(=O)COc3ccc(C)cc3)ccc21	9	i	20	9	0.6	1	-0.2	-2	-3	-6
O=C(C1CCCN(S(=O)(=O)c2ccccc2[N+](=O)[O-])C1)N1CCCC1 (stereo unspecified)	-8	i	2	-8	-1.7	4	-0.9	1	-4	2
NC(=O)C1CCN(C(=O)Cn2cccc2C(=O)c2ccccc2)CC1	-4	i	1	1	-1.2	19	0.5	2	1	1
O=C(N/N=C/c1ccc(-n2ccnc2)cc1)c1cccs1	-6	i	-12	18	-0.4	4	-0.1	0	-9	1
O=C(Cc1ccc(Cl)cc1)Nc1ccccc1C(=O)Nc1ccc(C(=O)O)cc1	-8	i	10	-1	-1.2	3	0.0	-1	-17	-4
O=C(CC1C(=O)NCCN1Cc1ccccc1)NCCN1CCCCC1=O (stereo unspecified)	5	i	11	-2	-2.2	-4	-0.3	-1	-7	-6
CC(C)CN(C(=O)CSc1nc2ccccc2[nH]1)c1c(N)n(Cc2ccccc2)c(=O)[nH]c1=O	4	i	5	0	-0.9	6	0.5	3	.	-1
Cc1cc(=O)n2nc(N3CCCC3C(=O)Nc3ccccc3C)sc2n1 (stereo unspecified)	-1	i	-18	6	-0.5	9	0.0	2	-1	3
COc1ccc(/C=C/C(=O)c2ccccc2)c(OC)c1	0	i	-1	-2	1.9	6	-0.1	1	-5	-1
O=C(NCCN1CCc2ccccc2C1)C1CC(=O)N(C2CCCC2)C1 (stereo unspecified)	0	i	-3	-4	0.4	3	-0.5	-2	-9	-2
COc1ccc(S(=O)(=O)NCC2CCCN(Cc3ccccc3Cl)C2)cc1 (stereo unspecified)	0	i	4	1	0.1	2	-0.3	-2	-1	-5
COc1ccc2c(C)c(CCC(=O)NCCCN3CCCC3=O)c(=O)oc2c1C	-3	.	16	1	-2.2	-3	-1.9	-3	4	-3
Cc1ccc(S(=O)(=O)/N=S(/C)c2ccccc2)cc1 (stereo unspecified)	-1	i	32*	2	-1.8	0	-0.7	2	-12	0
Cc1nnc(NC(=O)C2CCCN(S(=O)(=O)Cc3ccccc3)C2)s1 (stereo unspecified)	-3	i	-4	-1	1.1	-7	0.0	0	-5	3
O=C(Nc1nc(-c2ccc(Cl)cc2Cl)cs1)C1CCCO1 (stereo unspecified)	-19	i	8	0	0.8	10	0.5	1	-4	-2
CCCCN1C(=O)C(CC(=O)NC2CCCC2)CC(C(=O)N2CCOCC2)=C1C (stereo unspecified)	2	i	10	1	-0.7	-1	-0.8	3	.	6
Nc1cc(N)nc(SCC(=O)c2ccc3c(c2)NC(=O)CO3)n1	-5	i	-1	4	2.3	10	0.0	0	-1	-5
CCC(CC)c1nnc(NC(=O)Cc2c[nH]c3ccccc23)s1	0	i	14	3	1.0	4	-0.4	1	.	-6
COc1ccc(C(=O)N/N=C(\C)CC(=O)NC2CCCCC2)c(OC)c1	2	i	-7	3	-0.4	6	0.1	-1	0	3
CN(CCCNC(=O)c1ccc(N2CCCC2=O)cc1)c1ccccc1	7	i	2	2	0.6	19	0.4	2	-18	-3
CCOC(=O)C1CCN(C(=O)COc2cccc(C)c2)CC1	-1	i	4	-1	-1.7	1	-0.1	0	0	-11
O=c1c2ccccc2ncn1Cc1cccc2ccccc12	-4	i	-8	-2	0.2	-10	-0.5	-1	3	1
CC(=O)c1cccc(CN2CCN(C3CCCCC3)C(CCO)C2)c1 (stereo unspecified)	-10	i	7	-1	-2.7	5	-0.6	-1	-6	1
COCCNC(=O)c1cc2c(=O)n3cccc(C)c3nc2n(Cc2ccncc2)c1=N	1	.	9	-20	0.0	13	-0.7	-1	0	-1
O=C(Nc1cccc(C(=O)O)c1)Nc1cccc2ccccc12	-7	i	0	-3	0.1	3	0.0	-3	-8	5
CC(=O)c1cc(C#N)c(Oc2cc(C)cc(C)c2)nc1C	1	i	-11	2	0.3	-1	-1.1	0	-14	4
COc1cccc(CCN2C(=O)CCC3=C2CCC3=O)c1	4	i	-5	0	0.4	-4	-0.1	4	.	4
CCN1C(=O)c2ccc(-c3nc4ccccc4c(=O)o3)cc2C1=O	4	i	4	-27	-0.5	1	0.1	-1	7	-2
CSc1sc(C(=O)N(C)C)c2c1S(=O)(=O)N(C)c1ccccc1-2	-4	i	5	0	-0.7	-1	0.1	0	-5	3
O=C(Nc1ccc(S(=O)(=O)O)cc1)c1ccc2c(c1)S(=O)(=O)c1ccccc1C2=O	-4	i	-3	6	-2.5	-11	-0.4	-2	2	3
CCOC(=O)N1CCC(NC(=O)c2cc(C(=O)Nc3ccc(F)cc3F)ccc2CO)CC1	-3	i	6	1	-1.2	8	0.1	4	-7	1
Cc1ccc(S(=O)(=O)N2CCCCC2C(=O)N2CCN(c3ccccc3F)CC2)cc1 (stereo unspecified)	-1	i	10	-2	-0.6	4	-0.7	-1	-6	-7
CN1CCN(c2ccc(CNC(=O)C3Cc4c(-c5ccccc5Oc5ccccc5)ccnc4O3)cc2)CC1 (stereo unspecified)	2	i	17	-11	-5.1	2	-0.4	1	.	-5
CCCOc1cc(C)c(S(=O)(=O)n2ccc(C)n2)cc1C	-4	i	2	2	0.6	31	-0.3	-2	-10	-1
CC1=NOC(=O)/C1=C\c1ccccc1	3	i	-11	-8	-0.7	8	-0.8	-2	4	0
COC(=O)c1ccc2nc(-c3ccco3)c(Cc3cccc(Cl)c3)n2c1	8	i	-8	4	1.1	-12	-1.2	.	.	.
CCOC(=O)C1C(c2ccc(C)o2)NC(=O)NC1(O)C(F)(F)F (stereo unspecified)	-1	i	0	0	-0.9	-5	-0.5	-4	-11	-5
CCC(C(=O)NC1CCCCC1)n1c(SCc2ccc(F)cc2)nc2ccncc21 (stereo unspecified)	-2	i	-1	3	-1.3	16	0.6	6	2	-2
COc1cc(C(=O)N/N=C/c2cccc(Oc3ccccc3)c2)ccc1O	6	i	4	-5	1.8	-18	-0.4	-1	-5	-4
CS(=O)(=O)N1CCC(C(=O)Nc2ccc(Br)cc2F)CC1	-2	i	4	3	-0.3	7	0.2	0	0	1
C=CCN1C(=O)C(C)S/C1=N\S(=O)(=O)c1ccc(Cl)cc1 (stereo unspecified)	1	i	5	-3	0.4	-10	-1.1	0	-3	8
CCOc1ccccc1NC(=O)Cn1nnc(C(=O)NCCc2ccc(OCC)c(OCC)c2)c1N	-7	i	15	4	0.7	1	-0.2	0	8	23
CC(C)N1CCN(c2ccc(OCC3COC(Cn4cncn4)(c4ccc(Cl)cc4Cl)O3)cc2)CC1 (stereo unspecified)	-4	i	4	-15	0.8	-1	-0.5	2	7	1
Cc1nc(C(C)NC(=O)CCc2nnc(Cc3c[nH]c4ccccc34)o2)cs1 (stereo unspecified)	-7	i	-2	-2	-0.3	0	-0.6	-4	-3	-2
CC(C)(C)NC(=O)c1cccc2c1OC(C)(C)C2	3	i	0	-3	-0.7	4	0.3	1	11	-1
CC(NC(=O)c1ccccc1F)c1ccccc1 (stereo unspecified)	-2	i	-10	-1	-2.3	-10	-0.3	-1	-7	1
CCCc1cc(N2CCOCC2)n2nc(C)c(-c3ccccc3)c2n1	-5	.	-2	3	-0.1	8	-0.8	0	0	3
O=C(Cc1n[nH]c(=O)c2ccccc12)OCC(=O)c1ccccc1	-10	i	-6	18	-1.5	-18	-0.4	-2	-12	-5
C=CCNC(=O)c1ccc(C(=O)c2ccccc2)cc1	-4	i	9	0	-1.6	-5	0.8	-3	-11	0
O=C(CCCN1C(=O)c2cccnc2C1=O)Nc1ccccc1F	-2	i	-13	-15	-1.4	-1	-0.6	0	-9	-1
Cc1cccc(N2CCN(C(=O)CCNS(=O)(=O)c3ccc4c(c3)CCC(=O)N4)CC2)c1C	-2	i	-1	-3	-0.3	-20	-0.9	-3	-3	0
CCOC(=O)c1sc(NC(=O)COC(=O)Cn2cnc3ccccc32)c(C(=O)OCC)c1C	1	i	-3	-8	1.9	16	-1.8	2	4	4
O=C(NC(NC(=S)Nc1ccccc1)C(Cl)(Cl)Cl)c1cccc(Cl)c1 (stereo unspecified)	1	i	22	-1	0.4	3	-1.3	-1	-10	-9
O=C(/C=C/c1ccc(S(=O)(=O)NCc2ccco2)cc1)N1CCN(c2ccccc2)CC1	6	i	-3	-3	3.4	3	-0.1	0	-4	-2
O=C(O)c1ccc(N/N=C/c2ccc3c(c2)OCO3)cc1	-5	i	-5	-15	-0.7	2	-1.7	0	-8	0
CC1(C(=O)Nc2ccccc2Br)CCN1C(=O)Cc1ccc(Cl)cc1Cl (stereo unspecified)	-6	i	9	6	-0.4	8	0.1	1	.	2
O=C(OCn1ncc(Cl)c(Cl)c1=O)c1ccccc1Cl	2	i	-9	-56	0.4	15	-1.3	2	-5	25
Oc1ccc(Cl)cc1CNCC1CCCCC1	-8	i	-2	-3	-1.3	4	-0.5	-1	5	3
CCCC(=O)Nc1nn(CCC)c2nc3ccccc3cc12	-4	i	-19	-14	-0.8	7	0.6	0	3	2
C=CCOc1cccc(C2C(C(=O)c3ccc(C)o3)=C(O)C(=O)N2CCN(C)C)c1 (stereo unspecified)	3	i	2	-4	-2.4	8	-0.6	5	-7	-3

Full records from above. Order of screens: NadD block | Neddylation inh | NRP1-CendR mod | SUMO1-SIM PPI | LMPTP inh | SKN-1 block | TbMetRS inhib | STEP inh | Scp1 inh | DNMT1 inh
Shown for CC(C)(C)NC(=O)c1cccc2c1OC(C)(C)C2 → 3 | i | 0 | -3 | -0.7 | 4 | 0.3 | 1 | 11 | -1
Shown for O=C(Cc1n[nH]c(=O)c2ccccc12)OCC(=O)c1ccccc1 → -10 | i | -6 | 18 | -1.5 | -18 | -0.4 | -2 | -12 | -5
Shown for Cc1nc(C(C)NC(=O)CCc2nnc(Cc3c[nH]c4ccccc34)o2)cs1 (stereo unspecified) → -7 | i | -2 | -2 | -0.3 | 0 | -0.6 | -4 | -3 | -2
Shown for O=C(OCn1ncc(Cl)c(Cl)c1=O)c1ccccc1Cl → 2 | i | -9 | -56 | 0.4 | 15 | -1.3 | 2 | -5 | 25
Shown for CCCc1cc(N2CCOCC2)n2nc(C)c(-c3ccccc3)c2n1 → -5 | . | -2 | 3 | -0.1 | 8 | -0.8 | 0 | 0 | 3
